Screens as filed in PubChem.
AID2073: disruptors of CaV2.2 binding to Mint1 – biochemical, HTRF (AID 2073). HTRF protein-protein interaction, Mint1-CaV2.2; higher % means a stronger effect. 0.19% of 290,000 active. one-dose inhibition, % at 20 µM; IC50 in µM for titrated hits; in the data active = inhibition mostly above about 51%, no sharp cut-off; note: some results filed as inactive read as strong as hits
NOD2 inhibition: inhibition of NOD2-driven NF-kB reporter – cell-based, luminescence, uHTS, HEK293 (AID 1566); HEK293 NOD2/NF-kB luciferase reporter, luminescence; higher % means a stronger effect; one-dose inhibition, % at 4 µM; EC50 in µM for titrated hits; 0.63% of 290,000 active; note: many of its hits are not listed in these tables
NOD1 NF-kB reporter: NOD1 signaling inhibitors, primary screen, cell-based, luminescence, uHTS (AID 1578) | NOD1-driven NF-kB luciferase reporter cells, luminescence; higher % means a stronger effect | inhibition, % at 4 µM, or EC50 in µM where a hit was titrated | 1% of 290,000 active; in the data active = inhibition mostly above about 36%, no sharp cut-off; inactive = mostly below about 34%;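 note: HEK-293T reporter cells stimulated with the NOD1 agonist gamma-tri-DAP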
KOR beta-arrestin-1: KOR agonists, beta-arrestin recruitment, primary screen, cell-based, luminescence, uHTS (AID 1777). KOR beta-arrestin recruitment, luminescence; higher % means a stronger effect. activation, % at 10 µM, or EC50 in µM where a hit was titrated. 0.02% of 280,000 active; in the data active = activation above about 50%, passing the limit was not always enough; note: a part of the inactive calls stands beside numbers as strong as those of hits
M17LAP inhibition: P. falciparum M17LAP inhibitors, primary screen, biochemical, fluorogenic H-Leu-NHMec substrate, 1536-well (AID 1619); recombinant M17LAP, H-Leu-NHMec fluorogenic kinetic assay; higher % means a stronger effect; one-dose inhibition, % at 30 µM; IC50 in µM for titrated hits; 0.38% of 220,000 active;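 active = compound inhibiting the enzyme by more than half at any dose during confirmatory dose-response retesting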;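 note: plate controls were full reaction with DMSO carrier for no effect and no enzyme background for full effect; strong numbers were not always called active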
M1AAP inhibition: P. falciparum M1AAP inhibitors, biochemical, fluorogenic H-Leu-NHMec substrate, 1536-well (AID 1445); recombinant M1AAP, H-Leu-NHMec fluorogenic kinetic assay; higher % means a stronger effect; inhibition, % at 30 µM, or IC50 in µM where a hit was titrated; 0.42% of 220,000 active;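 active = primary inhibition above the hit cutoff, then over 50% inhibition at one or more dose response concentrations, cut at about 23% in these data, passing the limit was not always enough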;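 note: plate controls were DMSO full reaction for no effect and no enzyme background for full effect; strong numbers were not always called active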
GPR55 beta-arrestin: selective activators of receptor GPR55 – imaging, U2OS cells, beta-arrestin-GFP redistribution, primary screen (AID 1961) | U2OS GPR55 beta-arrestin-GFP redistribution imaging; higher % means a stronger effect | one-dose activation, % at 10 µM; EC50 in µM for titrated hits | 0.048% of 290,000 active;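 active = activation above 40% with more than 50 cells counted in the well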;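 note: U2OS osteosarcoma cells stably expressing GPR55 and beta-arrestin-GFP; plate controls were DMSO negative control for no effect and LPI positive control for full effect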
KOR beta-arrestin-2: kappa opioid receptor blockers – cell-based, luminescence, uHTS (AID 1778) | KOR beta-arrestin recruitment, luminescence, antagonist mode; higher % means a stronger effect | one-dose inhibition, % at 10 µM; IC50 in µM for titrated hits | 0.091% of 290,000 active; note: strong numbers were not always called active
Dynein transport: blocks dynein driven cargo transport along microtubules; 3617.4 mouse cells, GR-EGFP nuclear translocation imaging; test concentration mostly 20 µM; stimulated with dexamethasone, 1 µM; stronger effect = lower value; z-score, hits read low; 0.47% of 220,000 active; AID 1381;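 active = plate z-score of nuclear minus cytoplasmic receptor signal below a set negative limit, without overly bright fluorescence or cell loss, cut at about -3.5 in these data, passing the limit was not always enough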;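 note: z-score of nuclear minus cytoplasmic ring GR-EGFP intensity difference per well; some compounds called inactive have numbers as strong as hits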
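Also added – dexamethasone, 1.0 µM final · Buffer or medium – tet-free, stripped-serum medium · Schedule – induction 48 h, compound 1 h, agonist 30 min · Detection – formaldehyde fixation, Hoechst nuclear stain, 10x automated fluorescence imaging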
Dynein transport cytoplasmic EGFP: also measured in Dynein transport; calls as there; z-score; measured here: cytoplasmic GR-EGFP intensity; stronger effect = higher value
Dynein transport nuclear GR-EGFP: also measured in Dynein transport; calls as there; z-score; measured here: nuclear GR-EGFP intensity;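 lower value marks the stronger effect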
Dynein transport cell count: second read-out of Dynein transport, no call of its own (marks repeat the call); z-score; measured here: cell count per field
* hit, by the source's call; nt = not tested or not shown; [ ] = dose if it differs, or a comment. Cut-off read from the data, not from the text of the source, unless noted: active = inhibition above about 50%; inactive = the rest. These rows are one share of the data, so the mix of outcomes need not match the whole.

smiles | AID2073 | NOD2 inhibition | NOD1 NF-kB reporter | KOR beta-arrestin-1 | M17LAP inhibition | M1AAP inhibition | GPR55 beta-arrestin | KOR beta-arrestin-2 | Dynein transport | Dynein transport cytoplasmic EGFP | Dynein transport nuclear GR-EGFP | Dynein transport cell count
Cc1ccccc1CC1(CO)CCCN(C(=O)Cc2c(F)ccc(F)c2F)C1 (stereo not drawn) | 2% | 7% | 3% | 1.9% | nt | nt | -0.3% | -7% | nt | nt | nt | nt
CCc1nc(C#N)c(N2CCCCC2)o1 | -5% | -13% | 58% | -1.4% | -2% | 1% | -0.2% | 9% | -0.58 | -0.21 | -0.58 | 0.47
O=C(Cc1csc(N2CCOCC2)n1)N/N=C/c1ccccc1C(=O)O | -1% | 7% | 0% | 0.3% | 0% | 8% | -0.6% | 24% | 1.1 | -0.19 | 0.38 | -0.8
Cc1cc(/C=C2/NC(=O)NC2=O)c(C)n1-c1ccccn1 | -2% | -7% | -34% | 0.8% | 45% | 11% | -0.4% | nt | -0.56 | -0.21 | -0.52 | 0.76
COc1ccc(-n2nc([N+](=O)[O-])c(=NCCc3ccc(C)cc3)n2O)cc1 | 5% | 8% | -22% | 2.4% | -9% | 15% | -0.3% | -19% | -0.46 | 0.74 | 0.031 | 0.11
COc1ccc(NC(=O)Cc2ccccc2)cn1 | 10% | -1% | -14% | -3.5% | -2% | 0% | 0.2% | -14% | -0.53 | -0.32 | -0.43 | 0.8
Cc1ccc2occ(/C=N/NC(=O)c3ccccc3Br)c(=O)c2c1 | 14% | 9% | 30% | -4.3% | nt | nt | 0.2% | -6% | nt | nt | nt | nt
O=C(CNC1CCCCC1)N1CCc2ccccc2C1 | 0% | -1% | 23% | 1.0% | 3% | -3% | -0.2% | 4% | 0.83 | -0.12 | 0.4 | -1
O=C(Nc1ccccc1C(=O)NCCCN1CCOCC1)c1ccccc1 | -8% | 5% | -37% | -4.7% | nt | nt | 0.2% | 41% | nt | nt | nt | nt
CCCCCCc1ccc(OC(=O)c2ccncc2)cc1 | -3% | 3% | -13% | -2.5% | nt | nt | -0.1% | 23% | nt | nt | nt | nt
COc1ccc(CN(Cc2ccc(C(=O)O)cc2)C(=S)Nc2cc(C)cc(C)c2)cc1OC | -13% | 13% | -21% | 4.0% | -6% | -3% | 0.7% | 18% | -1.1 | -0.12 | -0.18 | 0.95
Cc1cccc(NC(=O)c2c(-c3ccccc3)noc2C)n1 | 40% | 7% | -9% | -2.0% | -3% | 3% | 0.2% | 11% | -0.2 | -0.26 | -0.35 | 0.93
O=C(CN1CCN(c2ccccn2)CC1)N1CC(O)CO1 (stereo not drawn) | -7% | 14% | 28% | 1.5% | 1% | 4% | -0.1% | -69%[20 µM] | -0.63 | -0.28 | -0.065 | 0.46
COc1ccc(NS(=O)(=O)c2cccc(C(=O)N/N=C/c3ccc4c(c3)OCCO4)c2)cc1 | 19% | 11% | -4% | -2.9% | 7% | 7% | -0.1% | -27%[20 µM] | -0.86 | -0.2 | -0.21 | 0.45
CCOC(=O)c1c(CSc2ccccc2)n(C)c2cc(Br)c(O)c(CN(C)C)c12 | -13% | 29% | 2% | -0.8% | 4% | 5% | 1.7% | 17% | 1.2 | -0.25 | 0.15 | -0.35
CCc1nnc(NC(=O)c2ccc(S(=O)(=O)N3CCN(Cc4ccccc4)CC3)cc2)s1 | 5% | 9% | 35% | -0.3% | -4% | 12% | -0.2% | 1% | 0.58 | -0.19 | 1 | -0.036
CCOC(=O)c1cnn(-c2nc(CC)nc3sc4c(c23)CCC4)c1N | -2% | 2% | 6% | -0.1% | -10% | -1% | 0.2% | 25% | 0.2 | -0.26 | 0.28 | 0.19
Cn1nc(-c2ccc(Cl)cc2)c2cc(C(=O)N3CCCC3)sc21 | -6% | 33% | 18% | 4.5% | -4% | 4% | -0.1% | 5% | -0.22 | -0.13 | -0.051 | 0.26
COC(=O)c1cccc(NC(=O)c2cccs2)c1C | 0% | 2% | -19% | 6.6% | 4% | 7% | -0.1% | -7% | -1.2 | 0.048 | -0.61 | 1.3
CCCCCCCc1nc2nc(C)c(Br)c(=O)n2[nH]1 | 28% | 5% | 3% | 1.2% | 3% | -1% | -0.3% | 6% | -0.072 | 0.011 | 0.93 | -0.1
Cn1cnc(NCc2ccccc2)c1[N+](=O)[O-] | 10% | 11% | 4% | 0.5% | 20% | 6% | -0.1% | -3% | 0.12 | -0.26 | 0.064 | 0.2
Cc1nc2c(nnn2Cc2ccccc2)c(=O)[nH]1 | 7% | 16% | -23% | -3.5% | 4% | 10% | 0.2% | -2% | -0.89 | -0.25 | -0.4 | 1.1
Cc1c(C(=O)N2CC(C)OC(C)C2)sc2nc(-c3ccccc3)cn12 (stereo not drawn) | -22% | 8% | -2% | -3.9% | 3% | 2% | -0.1% | -16% | 0.36 | -0.17 | 0.019 | 0.043
Cc1ccc(NC(=O)C2CC(c3ccc(F)cc3)=NO2)cc1 (stereo not drawn) | 6% | 10% | 0% | 31% | 2% | -4% | 0.0% | -25% | -0.47 | -0.21 | 0.18 | -0.29
Cc1nc(NC(=S)Nc2ccccc2)sc1C | 24% | -44% | -44% | -9.6% | -3% | 0% | 0.2% | 36% | -0.66 | -0.32 | -0.38 | 1.3
CN1C(=O)CSc2ccc(NC(=O)NCc3ccccc3)cc21 | 4% | 8% | -10% | 5.6% | -6% | -1% | 0.4% | -42% | -0.063 | -0.32 | 0.08 | 1.4
C=CCN1C(=O)/C(=C2/C(=O)N(CC(=O)O)c3ccccc32)S/C1=N/c1nccs1 | 13% | -1% | -5% | 1.2% | 5% | 20% | -0.1% | -8% | 0.046 | -0.21 | -0.16 | 0.027
CCCOP(=O)(OCCC)C(NC(=O)C(C)(C)C)c1ccccc1 (stereo not drawn) | 6% | 4% | -12% | -1.3% | -7% | 0% | -0.2% | -3% | 0.39 | -0.14 | 0.34 | -0.53
COC(C)(C)c1cc(C(C)(C)C)nc(N)n1 | 4% | 4% | -26% | -2.3% | 10% | 6% | -0.1% | 4% | 0.29 | -0.071 | 0.92 | -1.1
CC(=O)NC(Cc1ccc(F)c(F)c1)C(=O)NC1CCN(c2c(Cc3ccccc3)c(C)nc3ncnn23)CC1 (stereo not drawn) | 12% | 36% | -35% | nt | -11% | 1% | -0.1% | -35%[20 µM] | 0.28 | -0.25 | -0.15 | 0.35
CCOc1ccccc1C(=O)Nc1ccc(S(=O)(=O)Nc2cc(OC)nc(OC)n2)cc1 | 8% | 7% | -32% | -2.0% | nt | nt | 0.0% | 5% | nt | nt | nt | nt
Cn1cnc(S(=O)(=O)N2CCN(c3cccc(Cl)c3)CC2)c1 | 3% | -4% | 40% | 3.0% | nt | nt | -0.2% | -10% | nt | nt | nt | nt
NC(=O)C1(N2CCCCC2)CCN(c2ccc3nnc(-c4ccccc4)n3n2)CC1 | 4% | 5% | -19% | -5.1% | 5% | 4% | 1.1% | 2% | -0.18 | -0.3 | 0.0093 | 0.76
CCOC(=O)c1cnc2ccc(C(=O)OC)cc2c1Nc1ccc(C(=O)O)cc1 | -2% | 11% | -17% | nt | 7% | 10% | -0.1% | -19%[20 µM] | -0.42 | -0.29 | -0.042 | 0.49
Clc1cc2c(c(CSc3nc4ccccc4n4cccc34)c1)OCOC2 | 11% | 2% | -11% | 0.5% | -5% | 8% | 0.2% | 18% | 0.15 | -0.16 | 0.056 | -0.47
COc1cc(C=O)c(Br)cc1OCc1ccc(C)cc1 | 11% | -65% | nt | 3.3% | 2% | 14% | -0.2% | -13% | -0.36 | -0.22 | -0.31 | 0.92
CC(OC(=O)CCCOc1ccccc1)C(=O)NC(N)=O (stereo not drawn) | 3% | 10% | -11% | 4.8% | 8% | 5% | 0.0% | -19% | 0.25 | 0.55 | 0.58 | -0.39
CCOC(=O)Nc1n[nH]c(NC(=O)OCC)c1[N+](=O)[O-] | -13% | 15% | -33% | -1.6% | -3% | 15% | 0.0% | -19% | -0.68 | -0.19 | -0.39 | 0.74
Cn1c(=O)c2c(SCC(=O)NCC3CCCO3)nc(-c3ccccc3Cl)nc2n(C)c1=O (stereo not drawn) | 3% | 0% | -16% | -0.9% | nt | nt | -0.1% | 4% | nt | nt | nt | nt
O=C(O)C12CC3CC(C1)CC(n1ncc(NCc4ccco4)c(Cl)c1=O)(C3)C2 | 16% | -2% | -5% | 1.8% | 2% | -1% | 0.6% | nt | -0.18 | -0.24 | -0.12 | 0.25
CCOC(=O)C1=C(C)NC(=O)NC1c1ccc(F)cc1 (stereo not drawn) | 4% | 14% | -32% | 2.4% | -4% | 5% | 0.2% | 6% | -0.58 | -0.32 | 0.52 | 0.66
COc1cccc(CNC(=O)CN(C)S(=O)(=O)c2cnc[nH]2)c1 | -2% | 5% | -19% | -2.5% | -12% | 7% | -0.1% | -16% | -0.046 | -0.22 | 0.13 | 0.059
Cc1ccc(C(=O)NC(=O)CSc2ncccc2C(=O)O)cc1 | 3% | 9% | -23% | 3.6% | 0% | -3% | -1.2% | -18% | -0.6 | -0.29 | -0.12 | 0.56
CC(=O)C1=C(O)C(=O)N(c2ccc(Br)cn2)C1c1cccc([N+](=O)[O-])c1 (stereo not drawn) | -1% | 4% | -10% | -5.0% | nt | nt | 0.0% | 6% | nt | nt | nt | nt
COc1ccc(CN(C)C2CCN(C)CC2)cc1OC | 12% | 11% | -14% | nt | nt | nt | -0.3% | -34%[20 µM] | nt | nt | nt | nt
CCCCNC(=O)C(=O)N/N=C/c1cccc(Br)c1 | 14% | -4% | -35% | 3.9% | 0% | 3% | -0.3% | -1% | -0.83 | 0.85 | -0.055 | 0.94
CCO[C@@H]1OC(C(N)=O)=C[C@H](c2ccc3c(c2)OCO3)[C@H]1CCCO | -12% | -6% | -18% | 5.2% | -3% | 1% | 0.1% | -11% | -0.38 | -0.28 | 0.14 | -0.33
O=C(COc1ccc2c3c(c(=O)oc2c1)CCC3)Nc1ccc(CCO)cc1 | 7% | 25% | 1% | 2.3% | nt | nt | -0.1% | 16% | nt | nt | nt | nt
Fc1ccc(C(c2nnnn2C2CCCC2)N2CCc3ccccc32)cc1 (stereo not drawn) | 7% | -4% | -9% | 4.0% | -9% | 4% | 0.0% | -9% | -0.38 | 0.022 | -0.19 | 0.2
O=C(c1ccco1)N(c1ccccn1)c1ccccn1 | 4% | 3% | -12% | 0.6% | -11% | 1% | -0.2% | 20% | -0.78 | -0.33 | -0.23 | 0.27
CN1N=C(C(=O)N2CCCC(C(=O)c3cccc(C(F)(F)F)c3)C2)CCC1=O (stereo not drawn) | -4% | 4% | -24% | 0.0% | 2% | -1% | 0.4% | -2% | -0.97 | -0.33 | -0.52 | 0.98
